# PvdQ inh: blocks Pseudomonas aeruginosa PvdQ acylase activity. purified PvdQ acylase, fluorescence plate reader. inhibition, % at 10 µM. actives 0.063% (n = 340,000). AID 488965; in the data active means inhibition above about 30%, passing the limit was not always enough; inconclusive means no clear call, values can overlap the other calls;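 further: 0% = vehicle neutral wells and 100% = reference inhibitor wells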
# PfHsp90 set2: reduces growth (ATP signal) of yeast expressing P. falciparum Hsp90 | inhibition, % at 9.4 µM | S. cerevisiae expressing PfHsp90, BacTiter-Glo ATP, 48 h; yeast lacking PDR1 and PDR3 efflux regulators | actives 0.32% (n = 310,000) | AID 504621;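 active means every replicate shows inhibition above about 80%, whatever the replicate mean, limit read from the data; inconclusive means mean inhibition reaches the set limit but some replicate falls short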;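 further: 0% = DMSO neutral controls and 100% = 20 µM radicicol positive controls; yeast relying on Plasmodium falciparum Hsp90 in place of its own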
# SR-BI DiI-HDL act: SR-BI HDL lipid transfer activation | CHO ldlA[mSR-BI] cells, DiI-HDL uptake fluorescence, 3 h; 100 = double the neutral-control signal | activation, % at 12.5 µM | AID 504775 | actives 0.096% (n = 320,000);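 active means mean replicate activation of at least 60% and every replicate at or above 60%; inconclusive means mean or all-replicate condition met, but not both; inactive means mean below 60% and not all replicates reaching 60%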;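 further: 0% = median plate neutral-control signal and 100% = twice that signal; values of inactives mirror those of a sister screen read the other way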
#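 Material – SR-BI-overexpressing, LDLR-lacking CHO cells · Medium – BSA-supplemented, HEPES-buffered Ham's F12, pH 7.4 · Doses – single concentration · Times – compound with DiI-HDL co-incubation, 3 h at 37 °C · Measured by – bottom-read fluorescence, 550/595 nm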
# Rtt109 HAT inh: C. albicans Rtt109 histone acetyltransferase inhibition; inhibition, % at 34.9 µM; purified Rtt109/Vps75, ThioGlo CoA-SH fluorescence, 4 h; actives 0.16% (n = 330,000); Q5AAJ8;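 active means inhibition of at least 50% in every replicate; inconclusive means best replicate reaches 50% inhibition but some replicates fall short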
# Target sequence (Q5AAJ8 whole entry, looked up): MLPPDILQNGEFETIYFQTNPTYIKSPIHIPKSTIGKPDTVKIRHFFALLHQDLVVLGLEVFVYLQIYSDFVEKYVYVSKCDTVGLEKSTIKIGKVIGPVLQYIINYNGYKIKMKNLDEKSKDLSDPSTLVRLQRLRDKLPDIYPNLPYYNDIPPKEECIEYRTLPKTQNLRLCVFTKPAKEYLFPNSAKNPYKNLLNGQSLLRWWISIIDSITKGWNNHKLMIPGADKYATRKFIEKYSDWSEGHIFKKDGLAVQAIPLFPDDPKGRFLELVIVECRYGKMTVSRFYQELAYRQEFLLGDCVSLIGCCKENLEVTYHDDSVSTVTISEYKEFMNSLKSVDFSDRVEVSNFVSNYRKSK
# SR-BI DiI inh: blocks mouse SR-BI lipid uptake from DiI-HDL | Q61009 | ldlA[mSR-BI] CHO cells, DiI-HDL uptake fluorescence, 3 h | inhibition, % at 12.5 µM | actives 0.96% (n = 320,000) | AID 488896;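 active means mean replicate inhibition of at least 70% and a set share of replicates each scoring 70 or more; inconclusive means meets just one of the two criteria; inactive means fails both criteria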;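 further: 0% = median of neutral control wells and 100% = median of positive control wells; values of inactives mirror those of a sister screen read the other way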
# Target sequence (Q61009 whole entry, looked up): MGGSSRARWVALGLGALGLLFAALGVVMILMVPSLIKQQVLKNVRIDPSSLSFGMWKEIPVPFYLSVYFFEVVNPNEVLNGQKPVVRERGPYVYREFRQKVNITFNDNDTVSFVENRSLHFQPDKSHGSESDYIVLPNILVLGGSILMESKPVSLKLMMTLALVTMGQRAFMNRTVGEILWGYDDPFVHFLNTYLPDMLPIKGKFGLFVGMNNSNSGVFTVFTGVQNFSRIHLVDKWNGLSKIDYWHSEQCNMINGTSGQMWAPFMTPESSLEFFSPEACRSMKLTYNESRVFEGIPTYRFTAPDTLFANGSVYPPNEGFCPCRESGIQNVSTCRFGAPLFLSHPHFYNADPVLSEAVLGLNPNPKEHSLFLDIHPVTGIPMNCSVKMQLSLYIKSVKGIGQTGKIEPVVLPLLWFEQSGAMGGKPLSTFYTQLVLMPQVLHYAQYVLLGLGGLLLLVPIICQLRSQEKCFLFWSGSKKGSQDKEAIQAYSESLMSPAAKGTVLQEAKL
# CAL PDZ FP-1: CAL PDZ (human) peptide binding inhibition. inhibition, % at 24.9 µM. AID 602252. actives 0.92% (n = 300,000). purified CAL PDZ, TMR-peptide fluorescence polarization, 1 h. Q9HD26;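 active means mean inhibition of at least 30% with at least half of replicates also reaching 30%; inconclusive means no clear call, values can overlap the other calls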;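 further: 0% = DMSO neutral control and 100% = excess unlabeled competitor peptide PRC23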
# CAL PDZ FP-2: inhibitors of human CAL PDZ peptide binding | actives 0.02% (n = 330,000) | purified CAL PDZ, TMR-peptide fluorescence polarization, 1 h | inhibition, % at 20 µM | Q9HD26 | AID 504414;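 active means highest replicate inhibition of at least 40%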;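 further: plate controls were DMSO neutral control wells for no effect and unlabeled competitor peptide control wells for full effect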
#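 material = purified tagged CAL PDZ domain construct (CerCALP) | buffer or medium = sodium phosphate/NaCl buffer pH 7.4 with TCEP, IgG, Thesit | reagent = TMR-labelled reporter peptide T*-PRC34 bound in PDZ groove | incubation = 1 h room-temperature incubation prior to read | measured by = fluorescence polarization (mP) | evaluation = percent inhibition from loss of millipolarization | control set = unlabelled peptide and DMSO controls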
# NSD2 HMT inh: blocks human histone methyltransferase NSD2. AID 743445. inhibition, % at 12.5 µM. NSD2 peptide methylation, AlphaScreen, 120 min. actives 0.54% (n = 310,000). O96028; in the data active means inhibition above about 50%
# dFosB act: mouse delta FosB homodimer activation | activation, % at 25 µM | purified delta FosB, TAMRA-CDK5 oligo fluorescence polarization; percent of positive-control signal above neutral wells | P13346 | actives 0.99% (n = 340,000) | AID 493131;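 active means mean activation above about 17%, with every replicate also reaching it, limit read from the data, passing the limit was not always enough; inconclusive means only one of the two conditions met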;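 further: fluorescence polarization rise as delta FosB binds a TAMRA Cdk5 AP-1 oligo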
# MITF TRPM1 HTS: activators of MITF-driven TRPM1 promoter activity in SK-MEL-5 cells | AID 588334 | actives 0.75% (n = 300,000) | activation, % at 12.5 µM | SK-MEL-5 TRPM1-promoter luciferase, 24 h; % of positive control, neutral wells = 0;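 active means mean activation of at least 80% with every replicate also reaching 80%; inconclusive means mean reaches 80% but some replicate falls short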;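 further: 0% = neutral control wells and 100% = parthenolide positive control wells; values of inactives mirror those of a sister screen read the other way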
# The depositor's hits bear a star; u = inconclusive; x = not tested or not shown.
SMILES,PvdQ inh,PfHsp90 set2,SR-BI DiI-HDL act,Rtt109 HAT inh,SR-BI DiI inh,CAL PDZ FP-1,CAL PDZ FP-2,NSD2 HMT inh,dFosB act,MITF TRPM1 HTS
COc1cccc(-c2nc(CS(=O)(=O)CC(=O)NCC(C)c3ccccc3)c(C)o2)c1 (configuration not stated),-13,37,-8,1,8,-1,-2.6,x,-12,6
COCCC(=O)Nc1ccc2c(c1)CN(C(=O)CCOC)CC2,7,-7,4,0,-4,x,1.0,2,1,2
CC(=O)c1cn(CCOc2cc(C)ccc2C)c2ccccc12,8,8,-10,5,10,-8,-0.7,-3,-4,x
Cc1nc(S/C(=C/c2ccc(OCc3ccc(C(=O)O)cc3)cc2)C(=O)O)n[nH]1,6,5,35,10,-35,-6,-2.2,9,-3,-11
C[C@@H]1CCC[C@H](C)N1Cc1nc(Cc2ccccc2Cl)no1,-6,-28,-2,-2,2,2,-0.1,1,3,14
COc1ccccc1C(=O)NCCC(=O)OCC(=O)Nc1ccc(S(N)(=O)=O)cc1,-15,x,26,2,-26,-8,1.2,-2,-7,17
CC(NC(=O)COc1cccnc1[N+](=O)[O-])c1ccc(F)cc1 (configuration not stated),-9,-28,3,-9,-3,-5,-3.1,-2,-5,0
COc1cccc(CN(C)CC(=O)Nc2cc3oc4ccccc4c3cc2OC)c1,-8,-14,-78,-1,78*,0,-2.4,-1,-9,16
CCOCCCNC(=O)C1CCC(CNS(=O)(=O)c2ccc(OC)cc2)CC1 (configuration not stated),-12,-28,6,4,-6,-3,-0.4,-2,-4,9
COc1ccccc1N(Cc1ccccc1)S(=O)(=O)c1cccc(C(=O)Nc2ccccn2)c1,-7,11,4,2,-4,-13,-0.6,1,5,11
CC(C)Sc1nc2c(c(=O)[nH]c(=O)n2C)n1CCc1ccccc1,2,-24,-7,18,7,-4,-0.6,2,0,5
COc1ccccc1-c1ocnc1C(=O)Nc1ccc(N2CCOCC2)cc1N1CCOCC1,8,-23,6,-16,-6,-2,-1.6,6,-8,-12
COc1ccccc1C(=O)Oc1cc(C)[nH]c(=O)c1[N+](=O)[O-],3,-6,18,11,-18,-5,-1.5,-1,-7,17
Cc1ccc(Oc2c(C=O)c3ccccc3n2C)cc1,-4,-21,-55,5,55,-3,-0.3,-11,4,-3
CCn1nc(NC(=O)c2cccnc2)c2cc3ccccc3nc21,-9,-29,-9,-7,9,-6,-2.8,-4,0,x
CCOC(=O)C1(CC2CCCCO2)CCN(Cc2nc(-c3cccs3)oc2C)CC1 (configuration not stated),1,-1,4,6,-4,-2,-2.4,-33,-9,-18
O=C(NCc1ccccc1)/C(=C\c1ccc(O)cc1)NC(=O)c1ccco1,-11,-7,10,3,-10,-6,1.4,0,-3,-19
Cc1cccc(OCC(O)Cn2c(N3CCCCC3)nc3c2c(=O)n(C)c(=O)n3C)c1 (configuration not stated),8,-1,2,3,-2,-6,-1.2,2,-4,3
O=[N+]([O-])c1ccccc1S(=O)(=O)N1CCN(c2ccc(F)cc2)CC1,-11,5,-1,-1,1,-5,0.0,7,0,-4
COC(C[C@H](O)[C@@H](C)[C@H](O)COCc1ccccc1)OC,-11,9,-5,2,5,-4,-2.4,x,-11,2
Cc1ccc(C(=O)N2CCN(C)CC2)cc1S(=O)(=O)N1CCCCCC1,-18,-31,u,-1,-142,-3,-1.0,1,-3,-2
CCOc1cc(C(=S)N2CCOCC2)ccc1OS(=O)(=O)c1ccc(Br)cc1,-4,-3,-28,-2,28,5,0.5,1,-16,x
CCCc1cc(=O)n2[nH]c(-c3ccccc3)cc2n1,-14,-5,-23,-5,23,-7,-2.8,1,-14,45
COc1ccc(N(CC(=O)NN=C2CCCCCCC2)S(=O)(=O)c2ccccc2)cc1,15,25,7,2,-7,-3,-2.8,0,-10,0
O=C(Nc1ccc(N2CCN(C(=O)c3ccco3)CC2)cc1)c1ccc([N+](=O)[O-])cc1Cl,-16,-24,-59,5,59,-1,-2.2,6,-12,-5
COc1ccc(C(N)c2nccc3cc(OC)c(OC)cc23)cc1OC (configuration not stated),-13,-14,-1,3,1,2,-0.6,x,-9,x
O=C(Nc1ccc(COc2ccccc2)cc1)Oc1ccccc1N1CCOCC1,-9,-4,-7,-5,7,4,0.0,13,-10,x
O=C(O)c1ccc(S(=O)(=O)N(Cc2ccc(F)cc2)C2CCCCC2)cc1,6,-8,6,-3,-6,1,x,1,-11,-8
CC(C)C(c1nnnn1C1CCCC1)N1CCCc2ccccc21 (configuration not stated),2,x,-7,-16,7,-3,0.0,0,1,10
COc1cc(OC)c(OC)cc1/C=N/NC(=S)NCC1CCCO1 (configuration not stated),-2,x,-5,-12,5,-1,0.2,0,-1,x
COc1cccc(OC)c1C(=O)N1CCOCC1,0,-1,-13,-5,13,x,-1.6,-1,-4,14
NS(=O)(=O)c1ccc(NC(=O)COC(=O)c2cc3ccccc3cc2O)cc1,21,-15,x,42,x,1,-4.2,1,15,6
O=C(CSc1ccc2ccccc2n1)c1ccc2c(c1)OCO2,15,-21,3,-8,-3,-4,0.9,-2,-5,x
Cc1noc(C)c1CSc1ccc2ccccc2n1,-15,4,28,-9,-28,x,-3.9,-4,0,9
O=C(CCC1CCCN(c2ncccn2)C1)NCc1ccc(F)c(F)c1 (configuration not stated),-1,0,-20,-8,20,-4,-2.1,-3,-2,1
Cc1cccc(C(=O)N(Cc2nc3ccccc3c(=O)[nH]2)C2CCCCC2)c1,1,-4,-15,18,15,3,-1.5,27,-8,1
COC(=O)c1cccc(NC(=O)Cc2nc(-c3ccccc3)sc2-c2ccc(C)cc2)c1,4,-20,-71,11,71*,-3,-0.2,-3,-5,4
Cc1nn(CC(=O)Nc2ccc(F)cc2)c(=O)c2ccccc12,1,-2,18,-20,-18,0,0.2,-1,1,9
COc1ccc(NS(=O)(=O)c2cccc(C(=O)Nc3ccccc3C(=O)O)c2)cc1,-4,-7,13,3,-13,x,-2.3,25,-4,x
O=C(Cn1c(-c2ccccn2)nc2ccccc21)N/N=C/c1ccccn1,11,4,15,2,-15,-1,-2.3,1,-8,1

# Of the compounds above, five contain fluorine:
SMILES,PvdQ inh,PfHsp90 set2,SR-BI DiI-HDL act,Rtt109 HAT inh,SR-BI DiI inh,CAL PDZ FP-1,CAL PDZ FP-2,NSD2 HMT inh,dFosB act,MITF TRPM1 HTS
CC(NC(=O)COc1cccnc1[N+](=O)[O-])c1ccc(F)cc1 (configuration not stated),-9,-28,3,-9,-3,-5,-3.1,-2,-5,0
O=[N+]([O-])c1ccccc1S(=O)(=O)N1CCN(c2ccc(F)cc2)CC1,-11,5,-1,-1,1,-5,0.0,7,0,-4
O=C(O)c1ccc(S(=O)(=O)N(Cc2ccc(F)cc2)C2CCCCC2)cc1,6,-8,6,-3,-6,1,x,1,-11,-8
O=C(CCC1CCCN(c2ncccn2)C1)NCc1ccc(F)c(F)c1 (configuration not stated),-1,0,-20,-8,20,-4,-2.1,-3,-2,1
Cc1nn(CC(=O)Nc2ccc(F)cc2)c(=O)c2ccccc12,1,-2,18,-20,-18,0,0.2,-1,1,9

# The list goes on:
SMILES,PvdQ inh,PfHsp90 set2,SR-BI DiI-HDL act,Rtt109 HAT inh,SR-BI DiI inh,CAL PDZ FP-1,CAL PDZ FP-2,NSD2 HMT inh,dFosB act,MITF TRPM1 HTS
CC(C)COC(=O)NCC12C=CC(O1)C1C(=O)N(c3ccc(Cl)cc3)C(=O)C12 (configuration not stated),-4,x,-1,16,1,0,-0.6,17,-4,-10
Cc1nc2scc(C)n2c(=O)c1S(=O)(=O)NC(C)c1ccccc1 (configuration not stated),2,9,16,-12,-16,-1,0.3,6,1,-6
CCN(CC)c1ccc(S(=O)(=O)N2CCOCC2)cc1NC(=O)COC(=O)C1=COCCO1,-12,-3,-7,10,7,x,-1.4,-5,-12,-5
Cc1ccc(S(=O)(=O)N2c3ccccc3OCC2c2ccccc2)cc1 (configuration not stated),4,x,-1,3,1,3,-0.6,0,-4,x
Cc1cc([N+](=O)[O-])ccc1NC(=O)C(C)N1CCN(c2ccccn2)CC1 (configuration not stated),-12,-28,4,4,-4,x,-1.3,-3,5,4
CN(C)S(=O)(=O)N1CCN(S(=O)(=O)N(C)C)CC1,-5,0,18,2,-18,-4,-0.6,-1,-8,1
O=C(COc1ccccc1Cc1ccccc1)Nc1cccc(S(=O)(=O)N2CCOCC2)c1,-2,x,-30,1,30,-1,-0.7,-1,-3,-1
Cc1sc2nc(CN3CCCCC3)nc(N3CCN(C(=O)c4ccco4)CC3)c2c1C,-4,1,x,-11,x,x,-3.6,18,-12,10
Cc1ccc(NC(=O)C2CCN(S(=O)(=O)c3ccc4[nH]c(=O)ccc4c3)CC2)c(C)c1,-4,-27,-12,8,12,-1,0.6,x,7,13
O=C(O)c1cccnc1Sc1ccc(Cl)cc1,25,14,6,19,-6,0,-0.7,-1,1,-7
CC(C(=O)c1ccccc1)C(O)c1ccccn1 (configuration not stated),-19,x,27,-10,-27,x,-0.2,3,-2,16
CCOc1ccc(-c2nnc(-c3ccc(OC)cc3)o2)cc1,-15,-12,-20,-1,20,0,-0.4,1,-9,31
Cc1ccc(C)c2nc(SCC(=O)NCc3cccs3)c(C#N)cc12,13,-6,14,6,-14,-1,-2.1,x,-1,-7
O=C1CCCC2=C1C(c1ccncc1)c1c(nc(SCc3ccccc3Cl)[nH]c1=O)N2 (configuration not stated),-2,-4,-18,-10,18,5,-1.4,1,-13,6
Cn1cc(C(=O)N/N=C/C(Br)=C\c2ccccc2)ccc1=O,-5,16,-13,-3,13,x,-5.5,1,-10,-25
O=C(Nc1nnc(C2=COCCO2)o1)c1ccc(Br)cc1,-17,-13,-7,-4,7,0,-4.2,-1,-2,5
C/C(=N\NC(=O)c1ccccc1)c1ccc(C)c([N+](=O)[O-])c1,-15,-2,40,0,-40,-2,0.2,-2,5,49
COc1ccc(N2CCN(CC(=O)Nc3cc(C)cc(C)c3)CC2)cc1,0,-3,2,-3,-2,2,-0.4,9,-6,-11
COc1ccc(NC2CCCN(C(=O)CCN3CCCO3)C2)cc1 (configuration not stated),-8,9,4,-7,-4,1,-0.4,2,-2,-4
Cn1c(-c2cc(Cl)ccc2O)nc2c1c(=O)[nH]c(=O)n2Cc1ccccc1,14,-8,-17,-10,17,4,-0.5,0,-1,-15
O=C(NCc1cccs1)c1cc(-c2ccccc2)on1,5,-1,-10,17,10,-2,-2.8,x,-2,99*

# Source: PubChem (Broad Institute)
